Source: PubChem BioAssay (National Center for Advancing Translational Sciences (NCATS))
rTrxR1 inhibitor: rat TrxR1 inhibition. recombinant rTrxR1, NADPH fluorescence consumption, selenite substrate. Potency, µM (highest dose often 114 µM), for the others: top-dose activity change, negative = inhibition, hits mostly inhibitors. 1% of 390,000 active; note: potency is the fitted concentration of half-maximal effect; % is set by controls: 0 for no effect and ±100 for the full control effect; nearly all actives have a fitted effect of over 65% in size
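Rat TrxR1 (90 nM in the dispensed reagent) was pre-reduced with 400 uM NADPH for 5 min at room temperature, then incubated with compound for 15 min. After 400 uM selenite was added, NADPH fluorescence (Ex 340/Em 450 nm) was followed for 8 min.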
PGK inhibitor: T. brucei PGK inhibition. P07378. 0.043% of 380,000 active. PGK/GAPDH coupled, Kinase-Glo luminescence, 60 min. AID 602233. Potency, µM (top dose mostly 57.5 µM), for inactives: top-dose activity change, negative = inhibition, most hits filed as inhibitors; note: potency is the fitted concentration of half-maximal effect; % is set by controls: 0 for no effect and ±100 for the full control effect; nearly all actives have a fitted effect of over 60% in size
Target sequence (P07378 whole entry, looked up): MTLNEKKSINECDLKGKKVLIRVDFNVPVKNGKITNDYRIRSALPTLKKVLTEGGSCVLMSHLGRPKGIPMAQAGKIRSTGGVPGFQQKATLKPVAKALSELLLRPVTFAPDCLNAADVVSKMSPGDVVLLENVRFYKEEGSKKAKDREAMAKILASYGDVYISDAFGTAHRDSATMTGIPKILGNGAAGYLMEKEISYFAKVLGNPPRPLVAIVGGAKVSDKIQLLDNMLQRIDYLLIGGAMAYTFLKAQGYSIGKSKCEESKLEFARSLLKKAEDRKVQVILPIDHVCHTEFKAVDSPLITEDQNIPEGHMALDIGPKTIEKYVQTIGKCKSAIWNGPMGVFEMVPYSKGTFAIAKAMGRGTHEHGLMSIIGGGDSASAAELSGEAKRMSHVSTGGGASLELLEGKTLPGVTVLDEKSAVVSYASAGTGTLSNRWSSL
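Luminescent ATP detection (Kinase-Glo Plus) follows a 60-minute room-temperature incubation, with wells lacking PGK as controls. Buffer: 100 mM TEA (pH 7.6), 5 mM MgCl2, 0.01% Tween-20. Coupling enzyme GAPDH (100 nM final) supplies unstable 1,3-BPG in-well.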
PI4K2A inh: PI4K2A (human) kinase inhibition; Q9BTU6; 0.13% of 420,000 active; AID 1346378; activity change, negative = inhibition, % at 76.9 µM; purified PI4K2A, ADP-Glo luminescence, 1 h; active compounds read low; in the data active = activity change below about -50%; inconclusive = mostly about -30% to -49%;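 note: -100% = wells without enzyme as full effect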
Target sequence (Q9BTU6 whole entry, looked up): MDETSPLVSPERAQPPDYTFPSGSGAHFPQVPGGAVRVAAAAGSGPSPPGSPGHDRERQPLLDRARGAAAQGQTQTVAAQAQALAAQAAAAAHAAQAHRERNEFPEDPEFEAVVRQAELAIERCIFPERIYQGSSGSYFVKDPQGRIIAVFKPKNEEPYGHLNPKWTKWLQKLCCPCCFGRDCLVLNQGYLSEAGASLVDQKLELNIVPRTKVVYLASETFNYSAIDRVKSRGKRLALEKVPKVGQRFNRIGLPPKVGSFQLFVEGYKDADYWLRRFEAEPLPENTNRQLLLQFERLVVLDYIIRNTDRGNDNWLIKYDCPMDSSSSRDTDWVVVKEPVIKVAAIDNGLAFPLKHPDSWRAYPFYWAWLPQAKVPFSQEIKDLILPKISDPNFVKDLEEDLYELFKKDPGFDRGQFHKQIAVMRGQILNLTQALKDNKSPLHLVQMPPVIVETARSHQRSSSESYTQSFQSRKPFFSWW
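Compounds are screened against recombinant PI4K2A using PI as substrate and ATP, the latter dispensed at 300 microM. Reactions run one hour at ambient temperature before ADP-Glo detection; full inhibition defined by wells lacking enzyme.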
Pin1 inhibitor: human Pin1 inhibition; 0.009% of 390,000 active; AID 504891; Pin1 FP peptide displacement, HiFluor488, 10 min; Q13526; Potency, µM (series often up to 115 µM), for inactives: at the top dose activity, negative = inhibition, hits mostly inhibitors; active = well fitted inhibition curve with a large enough effect in the polarisation, with a control signal flat, not every such curve was filed as active; inconclusive = small, poorly fitted or top-dose-only effect, or effect the other way, or a change in a side signal; inactive = no such curve, though single readings can be large or run the other way; the % refers to the polarisation; note: potency is the fitted concentration of half-maximal effect; % is set by controls: 0 for no effect and ±100 for the full control effect
Target sequence (Q13526 whole entry, looked up): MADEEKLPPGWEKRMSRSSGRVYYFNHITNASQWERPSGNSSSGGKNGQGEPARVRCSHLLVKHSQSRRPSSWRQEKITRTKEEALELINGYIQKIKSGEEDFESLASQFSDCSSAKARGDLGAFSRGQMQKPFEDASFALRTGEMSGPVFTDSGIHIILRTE
HP1b chromo inh: inhibitors of HP1-beta chromodomain binding to methylated histone tails | P83916 | AlphaScreen HP1-beta / biotin-H3K9me3 peptide binding | Potency, µM (doses to about 114 µM), inactives show at the highest dose activity change, negative = inhibition, actives largely listed as inhibitors | 0.56% of 390,000 active; note: potency is the fitted concentration of half-maximal effect; nearly all actives have a fitted effect of over 70% in size; inactives centre near 23
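AlphaScreen: HP1-beta (50 nM) preformed 30 min with biotin-H3(1-18)K9me3 peptide (50 nM) in PBS pH 7.4, 0.01% Tween-20. Compound added for 30 min at RT, then streptavidin donor/nickel chelate acceptor beads (10 ug/mL) for 30 min.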
GLS inhibitor: blocks human kidney-isoform glutaminase activity | 0.21% of 410,000 active | Potency, µM (top dose mostly 45.5 µM), for the others: at the highest dose activity change, negative = inhibition, actives largely listed as inhibitors | GLS enzymatic activity, qHTS titration | O94925; note: potency is the fitted concentration of half-maximal effect; % is set by controls: 0 for no effect and ±100 for the full control effect
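Assay buffer: 45 mM KH2PO4 pH 8.2, 0.02% Tween-20. hKGA acts on L-glutamine (1 mM solution added); product glutamate is reported by an oxidase/peroxidase Amplex Red coupling, with fluorescence taken at baseline and 30 min.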
TrxR1 substrate: is turned over as a substrate by rat TrxR1. O89049. 0.01% of 390,000 active. Potency, µM (titrated, usually from 114 µM), without a hit: at the highest dose activity change, negative = substrate turnover. purified TrxR1 substrate turnover, NADPH consumption readout; note: potency is the fitted concentration of half-maximal effect; % is set by controls: 0 for no effect and ±100 for the full control effect; nearly all actives have a fitted effect of over 50% in size
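Rat TrxR1, dispensed at 90 nM, was prereduced with 400 uM NADPH (final) for 5 min at ~22 deg C, then incubated with compound 15 min before 400 uM selenite. A first-read NADPH fluorescence drop versus no-compound background flagged substrates.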
mIDH1 inhibitor: human IDH1 R132H inhibition; Potency, µM (series often up to 76.6 µM), for the others: at the highest dose activity change, negative = inhibition, actives largely listed as inhibitors; IDH1-R132H enzyme, NADPH consumption, diaphorase/resazurin fluorescence; 0.093% of 390,000 active; O75874; note: potency is the fitted concentration of half-maximal effect; % is set by controls: 0 for no effect and ±100 for the full control effect; nearly all actives have a fitted effect of over 65% in size
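IDH1-R132H (0.5 ug/mL dispensed) in pH 7.5 Tris buffer was preincubated 30 min with compound, then given a substrate mix of 0.016 mM NADPH and 2 mM alpha-KG for 80 min at room temperature; remaining NADPH was read by diaphorase/resazurin fluorescence.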
USP1 inh: USP1/UAF1 (human) deubiquitinase inhibition; 0.23% of 390,000 active; recombinant USP1/UAF1, Ub-Rhodamine cleavage fluorescence; Potency, µM (top dose mostly 57.1 µM), for inactives: top-dose activity change, negative = inhibition, usual class: inhibitors; O94782; AID 743255; note: potency is the fitted concentration of half-maximal effect; % is set by controls: 0 for no effect and ±100 for the full control effect; nearly all actives have a fitted effect of over 60% in size; inactives centre near -12
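In this screen, compounds sit with the deubiquitinase complex (1nM) for 15 min at room temperature before Ub-Rho is added at 150nM final. Fluorescence rise is then followed for 6 reads every 60 seconds.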
An asterisk follows results filed as active; i = inactive; ? = inconclusive; . = no result given; [ ] = another dose, or the depositor's remark. Unless noted, calls come from the whole dose curve; as a rule, active = well fitted curve in the direction sought with a large enough effect; inconclusive = small, poorly fitted or top-dose-only effect, or another doubt; inactive = no such curve, though single readings can be large; an effect the other way counts as inactive or inconclusive.

SMILES	rTrxR1 inhibitor	PGK inhibitor	PI4K2A inh	Pin1 inhibitor	HP1b chromo inh	GLS inhibitor	TrxR1 substrate	mIDH1 inhibitor	USP1 inh
O=C(c1ccc2nc(N3CCOCC3)sc2c1)N1CCN(c2ccc(Cl)cc2)CC1	3%	-4%	-1	-9%	4%	9%	-7%	-4%	-12%
Cc1cc(C)c2[nH]c(=O)c(CN(Cc3ccco3)C(=S)NCC3CCCO3)cc2c1 (stereo unspecified)	-3%[57.1 µM]	3%	1	-2%	38%	-7%	10%[57.1 µM]	3%	-24%
COc1ccc(C(=O)NC2CCN(CC(=O)NCc3cccc(OC)c3)CC2)cc1	13%	-10%	5	0%	12%	2%	-1%	-8%	-14%
COc1ccc(C(=O)CSc2nnc(CN3CCCC3)n2-c2ccc(F)cc2)c(OC)c1	-3%	-2%	-11	18%	?	4%	-3%	5%	-18%
CC(C)NC(=S)N(CCc1ccncc1)C(C)C	25%	i	1	-8%	25%	-1%	6%	5%	-10%
CCc1ccc(N(CC)C(=O)c2ccc3c(Cl)c4c(nc3c2)CCC4)cc1	-1%[57.1 µM]	-4%	-7	?	23%	5%	-3%[57.1 µM]	-25%	-19%
CCOC(=O)CNC(=O)CSc1nnc(-c2c[nH]c3ccccc23)n1CC	16%	-7%	1	6%	38%	-1%	5%	1%	-6%
CCOC(=O)C1=CN2CCC[C@H]2CC1=O	15%	-5%	-1	-11%	20%	3%	-3%	4%	4%
COC(=O)C1=C(C(=O)OC)[C@@H]2N(Cc3ccccc3)c3ccccc3[C@@]23C[C@@H](C(=O)OC)N(C(=O)c2cc(C)oc2C)C3=N1	12%	i	5	5%	32%	-11%	-7%	12%	-25%
O=C(Nc1ccc2nc(-c3ccccn3)[nH]c2c1)C1CCCCC1	18%	-7%	-8	8%	45%[activator]	-7%	44%[activator]	2%	-18%
CCCn1c(=O)c2sccc2n2c(CCCC(=O)NCc3ccco3)nnc12	-26%	-29%	-23	-9%	?	-12%	-4%	5%	-16%
COc1ccc(CCNC(=O)C2CCCN2C(=O)Nc2cccc(OC)c2)cc1 (stereo unspecified)	18%	0%	4	-2%	46%[activator]	-2%	2%	0%	-21%
CCOc1ccc2c(c1)OC1(CCC(C)C1)CC2=O (stereo unspecified)	-3%	i	0	-13%	82%[activator]	-6%	-7%	8%	-32%
CC(=O)C1=C(O)C(=O)N(Cc2ccccc2)C1c1ccc(Br)cc1 (stereo unspecified)	0%	-5%	-2	-7%	64%[activator]	24%	-5%	-8%	-28%
Cc1nnnn1/C(=C\c1ccccc1)C(=O)OCC(=O)NC(C)(C)C	50µM*	-1%	-5	-8%	31%	-1%	-3%	2%	-12%
Cc1ccc(CNC(=O)CCc2nnc3ccc(N4CCC5(CC4)OCCO5)nn23)cc1	20%	-2%	-4	6%	23%	3%	-1%	-1%	-22%
CC(C(=O)OCC(=O)Nc1ccc(S(=O)(=O)N2CCCCC2)cc1)N1C(=O)c2ccccc2C1=O (stereo unspecified)	1%	-1%	-7	24%	-1%	13%	-7%	5%	-12%
Cc1ccc(C2=NN(CC(=O)NC(C)c3ccccc3)C(=O)CC2)cc1 (stereo unspecified)	21%[57.1 µM]	i	-2	0%	10%	-2%	3%[57.1 µM]	-2%	-27%
CCN(CC(=O)NCCc1ccc(F)cc1)Cc1nc2ccccc2c(=O)[nH]1	13%	-4%	1	1%	22%	-1%	-2%	3%	-8%
COc1ccc(-c2nc(CCl)cs2)cc1OC	-23%[57.1 µM]	4%	3	2%	35%[activator]	16%	38%[activator][57.1 µM]	-5%	-13%

Continued, starting with the last 3 of the part before.
SMILES	rTrxR1 inhibitor	PGK inhibitor	PI4K2A inh	Pin1 inhibitor	HP1b chromo inh	GLS inhibitor	TrxR1 substrate	mIDH1 inhibitor	USP1 inh
Cc1ccc(C2=NN(CC(=O)NC(C)c3ccccc3)C(=O)CC2)cc1 (stereo unspecified)	21%[57.1 µM]	i	-2	0%	10%	-2%	3%[57.1 µM]	-2%	-27%
CCN(CC(=O)NCCc1ccc(F)cc1)Cc1nc2ccccc2c(=O)[nH]1	13%	-4%	1	1%	22%	-1%	-2%	3%	-8%
COc1ccc(-c2nc(CCl)cs2)cc1OC	-23%[57.1 µM]	4%	3	2%	35%[activator]	16%	38%[activator][57.1 µM]	-5%	-13%
Cc1cc(C)n(CC(=O)NC2CCCc3c2cnn3-c2ccccc2F)n1 (stereo unspecified)	6%	-2%	-6	0%	59%[activator]	-5%	2%	8%	-16%
O=C(c1ccncc1)N1CCN(C2CCC(c3ccccc3)CC2)CC1 (stereo unspecified)	-22%	5%	-1	3%	?	5%	-10%	-1%	-5%
N#Cc1nc(-c2ccccc2)oc1N1CCN(C(=O)c2ccco2)CC1	4%	0%	2	-1%	-18%	-1%	165%[activator]	7%	-14%
CC(C)(C)OC(=O)NOCC(=O)N(Cc1ccccc1)CC(O)COc1ccccc1 (stereo unspecified)	-4%	5%	1	5%	55%[activator]	7%	-8%	2%	13%
CCCCn1c(N)c(N(CCC(C)C)C(=O)COC(=O)c2ccc([N+](=O)[O-])s2)c(=O)[nH]c1=O	-3%[11.4 µM]	4%	-8	13%	24%	15%	3%[11.4 µM]	-1%	-9%
O=S(=O)(c1ccccc1)c1ncc(C(F)(F)F)cc1Cl	?	0%	24	-11%	31%[activator]	2%	10%	15%	-21%
COC(=O)c1ccccc1S(=O)(=O)Oc1ccc(-c2ccc(C(=O)O)cc2)cc1	23%[57.1 µM]	-1%	11	0%	30%	-12%	-15%[57.1 µM]	6%	-15%
CCN(CC)S(=O)(=O)c1ccc(-c2nnc(SCC(=O)Nc3ccc(OC)cc3)o2)cc1	-7%	i	-7	-1%	36%	-4%	-8%	2%	-22%
Cc1c(Cl)c(C(=O)N2CCCCCC2)nn1C	33%	0%	-4	-9%	35%	-2%	10%	9%	-16%
CC(=O)c1c(C(C)=O)c(C)n(-c2cccc3cccnc23)c1C	13%	-1%	5	4%	27%	0%	1%	4%	-17%
COC(=O)C1=C(C)N(Cc2cccnc2)C(=O)/C1=C\c1sccc1C	-11%	-1%	-2	4%	35µM*	0%	-6%	0%	-25%
CC(C)CN(C)Cc1c(C(=O)N2CCc3ccccc3C2)nc2ccc(Cl)cn12	9%[57.1 µM]	-6%	2	5%	17%	-14%	-2%[57.1 µM]	2%	-16%
C=CCn1c(COc2ccc(Cl)cc2)nnc1SCC(=O)c1c(N)n(C)c(=O)n(C)c1=O	23%[57.1 µM]	-7%	2	3%	8%	2%	-2%[57.1 µM]	0%	-17%
O=C(CCC1N=C2c3ccccc3N=C(SCC(=O)Nc3ccc(F)cc3)N2C1=O)NCc1ccco1 (stereo unspecified)	-2%[57.1 µM]	i	-3	17%	46%[activator]	5%	5%[57.1 µM]	18%	-12%
CCOc1ccccc1N1C(=O)CC(Sc2ncccc2C(=O)O)C1=O (stereo unspecified)	-9%	2%	0	-10%	26%	18µM*	2%	0%	19%
CC1(C)CC(=O)C=C(c2ccc(-c3ccc4[nH]ccc4c3)cc2)C1=O	.	-11%	-1	.	.	-1%	.	0%	-23%
O=C(CCn1nc(-c2ccc(Cl)cc2)c2ccccc2c1=O)Nc1ccc(OC(F)(F)F)cc1	-14%	.	-1	6%	48%[activator]	-6%	-13%	.	-16%
O=C(NCCCCNC(=O)C1CCCC1)C1CCCC1	6%	-7%	0	-3%	41%	-2%	1%	12%	-13%
O=C(CCc1ccccc1)NNC(=O)Nc1cccc(Cl)c1	18%	-10%	-3	-6%	46%[activator]	9%	7%	12%	-20%
O=C(Nc1nnc(-c2ccccc2Cl)o1)c1cccnc1	22%	-6%	1	1%	28%	5%	-4%	-1%	8%
NC(=O)c1ccccc1N/C=C/C(=O)c1cccs1	19%[57.1 µM]	-8%	4	0%	39%	10%	15%[57.1 µM]	-2%	-11%
CC(C)CCn1c(=O)c(C(=O)N/N=C/c2cccc(F)c2)c(O)c2ccccc21	10%	2%	-5	0%	61%[activator]	-1%	2%	8%	-7%
CCC(=O)N1CCc2cc(S(=O)(=O)NC(C(=O)NCc3ccccc3Cl)C(C)C)ccc21 (stereo unspecified)	20%	i	-7	14%	21%	-2%	5%	-9%	-3%
CC(=O)C1=C(O)CC(c2ccccc2)CC1=NCCc1c(C)[nH]c2ccc(C)cc12 (stereo unspecified)	5%[57.1 µM]	-4%	3	1%	23%	3%	-6%[57.1 µM]	0%	-9%
CCCC12CN3CC(CCC)(CN(C1)C3c1ccccc1)C2=O (stereo unspecified)	17%[57.1 µM]	-1%	4	-4%	4%	14%	-1%[57.1 µM]	18%	-5%
CCOc1ccccc1OCCCC(=O)Nc1cc(S(=O)(=O)N2CCOCC2)ccc1OC	-1%	-7%	3	-8%	3%	-16%	-3%	-5%	-24%
O=C(NCc1ccc2c(c1)OCO2)c1ccncc1	-3%[57.1 µM]	5%	3	-2%	19%	-13%	5%[57.1 µM]	12%	-10%
COc1ccc(CN(C(=O)c2ccco2)c2ccc(C)cc2)cc1OC	6%	0%	-2	-1%	17%	13%	4%	1%	-21%
O=C(CSc1nnc2c(n1)[nH]c1ccc(F)cc12)Nc1ccccc1F	16%	-5%	1	-2%	31%	1%	-3%	0%	-11%
Cc1cccc(O)c1C	4%	-5%	0	-7%	21%	16%	-4%	-5%	13%

This is a subset; the hit share may differ from the screen's.
